Screening data as filed in PubChem.
GDH-TPI inh: counter-screen for M. tuberculosis FBA inhibitors: GDH-TPI coupled enzymes; GDH-TPI coupled enzyme counterscreen, NADH absorbance; inhibition, % at 4.8 µM; hit rate 1.2% among 360,000; AID 588335;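 note: 0% = DMSO wells and 100% = wells lacking the enzyme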
PrPC surface inh: inhibitors of human cell surface prion protein PrPC | P04156 | TR-FRET read-out | inhibition, % at 13.8 µM | hit rate 0.43% among 370,000 | AID 720596; in the data active = inhibition above about 24%; note: 0% = median of the test wells and 100% = reference compound wells
CCHF vOTU inh: blocks the CCHF virus ovarian tumor domain protease. CCHFV vOTU protease, Pep-AMC fluorescence. inhibition, % at 11.5 µM. hit rate 0.55% among 370,000. AID 651958; note: 0% = vehicle wells with enzyme and 100% = no enzyme wells
UGM FP inh: blocks M. tuberculosis UGM enzyme; purified UGM, fluorescence polarization probe displacement; inhibition, % at 10 µM; hit rate 0.06% among 320,000; AID 504406; in the data active = inhibition above about 10%, passing the limit was not always enough; inconclusive = no clear call, values can overlap the other calls
Target sequence (P9WIQ1 whole entry, looked up): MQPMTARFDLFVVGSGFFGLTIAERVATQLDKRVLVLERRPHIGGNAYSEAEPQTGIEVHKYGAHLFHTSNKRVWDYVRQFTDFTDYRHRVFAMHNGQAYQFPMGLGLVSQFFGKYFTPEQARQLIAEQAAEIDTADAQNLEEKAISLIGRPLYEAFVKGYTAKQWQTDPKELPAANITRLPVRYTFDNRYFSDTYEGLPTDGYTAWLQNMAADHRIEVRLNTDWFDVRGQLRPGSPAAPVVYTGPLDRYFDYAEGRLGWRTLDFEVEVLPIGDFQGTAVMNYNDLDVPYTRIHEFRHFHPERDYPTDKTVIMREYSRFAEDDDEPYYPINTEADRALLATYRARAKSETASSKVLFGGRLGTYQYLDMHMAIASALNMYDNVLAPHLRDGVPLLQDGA
BoNT-A LC inh2: BoNT A light chain protease inhibition; multiplex microsphere protease substrate cleavage, flow cytometry; inhibition, % at 10 µM; hit rate 0.17% among 360,000; in the data active = inhibition above about 30%; inconclusive = no clear call, values can overlap the other calls; note: plate controls were buffer without enzyme for full effect and enzyme alone for no effect
BioA inh: blocks M. tuberculosis BioA enzyme activity | inhibition, % at 9.99 µM | purified M. tuberculosis BioA enzyme, plate reader | hit rate 0.096% among 360,000; in the data active = inhibition above about 40%; inconclusive = no clear call, values can overlap the other calls
FadD28 binding: inhibitors of Mycobacterium tuberculosis FadD28 bisubstrate binding; inhibition, % at 12.5 µM; hit rate 0.22% among 360,000; FadD28 bisubstrate probe binding, fluorescence polarization; in the data active = inhibition above about 8.5%, passing the limit was not always enough; inconclusive = no clear call, values can overlap the other calls
FBA Mtb inh: Mtb fructose-bisphosphate aldolase inhibition | purified M. tuberculosis FBA, fluorescence read-out | inhibition, % at 1 µM | hit rate 2.3% among 360,000; in the data active = inhibition above about 27%;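 note: 0% = vehicle and 100% = reference inhibitor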
Target sequence (P9WQA3 whole entry, looked up): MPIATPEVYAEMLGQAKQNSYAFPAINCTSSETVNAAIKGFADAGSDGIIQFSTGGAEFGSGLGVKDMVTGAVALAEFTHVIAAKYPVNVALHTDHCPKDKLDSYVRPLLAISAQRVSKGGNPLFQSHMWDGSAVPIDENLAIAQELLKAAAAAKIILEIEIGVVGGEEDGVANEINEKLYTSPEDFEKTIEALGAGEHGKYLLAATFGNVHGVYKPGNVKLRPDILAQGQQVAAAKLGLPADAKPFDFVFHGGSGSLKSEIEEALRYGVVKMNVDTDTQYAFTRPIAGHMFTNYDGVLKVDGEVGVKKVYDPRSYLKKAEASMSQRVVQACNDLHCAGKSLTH
BoNT F protease: BoNT F light chain protease inhibition; AID 588497; inhibition, % at 10 µM; Multiplex microsphere protease cleavage assay, flow cytometry; hit rate 0.22% among 360,000; in the data active = inhibition above about 35%, passing the limit was not always enough; inconclusive = no clear call, values can overlap the other calls; note: plate controls were buffer without enzyme for full effect and enzyme alone for no effect
Active calls of the source: *; ? = inconclusive; . = not tested or not shown. Cut-off read from the data, not from the text of the source, unless noted: active = inhibition above about 30%; inactive = the rest.

Value order: GDH-TPI inh | PrPC surface inh | CCHF vOTU inh | UGM FP inh | BoNT-A LC inh2 | BioA inh | FadD28 binding | FBA Mtb inh | BoNT F protease
Cc1ccc[n+](/C(=C\C(=C=[N-])C#N)C(=O)c2ccc(Cl)cc2)c1
 : 22 | 4 | 24 | -1.3 | 0.1 | . | -0.6 | 1 | 1
O=C(NCc1cccs1)c1ccc(N2CCCCC2)nc1
 : 9 | 9 | -6 | -1.3 | -0.5 | 2.2 | 0.1 | -2 | 5
COC(=O)c1ccccc1S(=O)(=O)N1CCC(C(=O)NCCC2=CCCCC2)CC1
 : 1 | 4 | 2 | 0.4 | -2.5 | 0.0 | 0.4 | 2 | -8
CC(C)(C)C1CCC2(CC1)CC(=O)c1ccccc1O2 (configuration not stated)
 : 4 | -3 | -7 | -1.3 | -0.5 | 0.0 | 0.7 | 0 | -6
O=C(COc1ccc(Cl)cc1Cl)N/N=C/C1CC=CCC1 (configuration not stated)
 : 3 | -1 | 1 | 2.9 | -0.7 | -1.2 | -1.8 | 1 | -10
CCc1cccc(NC(=S)Nc2ccc(CN3CCOCC3)cc2)c1
 : 1 | 1 | -13 | 1.4 | 0.3 | . | -3.1 | 0 | -8
CC(=O)Oc1ccc(C(c2ccc(OC(C)=O)cc2)c2ccccn2)cc1
 : 13 | 4 | -2 | . | 0.1 | -1.2 | 0.9 | 3 | 16
COc1cc(CNn2cn[nH]c2=S)cc(Cl)c1OCc1ccccc1
 : 2 | 11 | 2 | 1.0 | 0.7 | 0.0 | -4.6 | -2 | -9
COc1cccc(NC(=O)C2CCN(C(=O)[C@@H]3Cc4ccccc4CN3C(=O)OC(C)(C)C)CC2)c1
 : 8 | 8 | -6 | -0.3 | 0.4 | . | -2.5 | -2 | 4
CN(C)/C=N/c1nc2ccc3c(c2s1)CCCC3
 : 16 | 8 | 1 | -0.5 | 0.8 | -1.2 | 2.4 | 14 | -6
Cc1ccccc1OCCN1C(=O)C(=O)c2cccc(C)c21
 : 7 | 6 | -11 | 2.4 | -0.2 | . | -1.4 | 3 | 0
CCCCc1nc2cc(C(=O)N3CCN(c4cnccn4)CC3)ccc2o1
 : 11 | -2 | -14 | 2.1 | -1.8 | -0.8 | -1.2 | 2 | -3
Cc1nc(C(F)(F)F)c(C(=O)N=CN(C)C)s1
 : 7 | 8 | 0 | -1.2 | -0.5 | . | -2.9 | 3 | -2
CSc1ncccc1C(=O)OCC(=O)Nc1ccc(S(=O)(=O)N2CCCC2)cc1
 : 8 | 1 | -11 | -3.2 | -0.6 | . | -0.5 | 2 | -3
CCOc1ccccc1NC(=O)CN1CCN(C(=O)C2CCCO2)CC1 (configuration not stated)
 : 2 | -8 | 11 | -1.2 | -0.5 | 2.1 | -0.9 | 2 | -4
COc1ccccc1CNc1ncc(-c2ccc(F)cc2)n1C
 : 5 | -4 | 7 | -0.2 | -2.0 | 1.8 | 1.8 | 3 | -1
C(=N\n1c2ccccc2c2ccccc21)/c1ccccc1
 : 12 | 3 | 8 | 0.1 | -0.3 | . | -0.7 | 3 | -7
O=C(O)/C=C/C(=O)Nc1ccc(C2(c3ccc(NC(=O)/C=C/C(=O)O)cc3)c3ccccc3-c3ccccc32)cc1
 : -7 | -1 | -1 | -3.8 | -0.3 | 6.1 | -6.4 | 0 | -31
O=C(Cn1c2[n+](c3ccc(C(F)(F)F)cc31)CCCCC2)Nc1ccccc1
 : 9 | -3 | -3 | 1.1 | 1.2 | . | -0.3 | 0 | 0
Cc1cccc(NC(=S)N(Cc2ccc(Br)cc2)Cc2ccc(C(=O)O)cc2)c1
 : 0 | 4 | 1 | -3.4 | -0.7 | 5.5 | 0.2 | 2 | -5
CCN(CC)CCNc1c(C)cc(CO)c(Cl)c1C
 : 15 | -1 | 11 | . | 0.4 | -0.5 | -0.7 | 6 | 3
O=C(CN1CCN(CC(=O)Nc2ccc(OCc3ccccc3)cc2)CC1)Nc1ccc(F)cc1
 : 18 | . | . | -0.2 | -0.9 | -2.4 | -0.3 | 6 | -18
CCOCCCn1c(=N)c(C(=O)NCc2ccc3c(c2)OCO3)cc2c(=O)n3cccc(C)c3nc21
 : 10 | . | . | 4.1 | 4.5 | 2.1 | -2.5 | 6 | 4
CC(=O)c1cc(CN2CCC(N3CCC(C(=O)N4CCCC4)CC3)CC2)cs1
 : 3 | -4 | -15 | -1.4 | 0.5 | . | 1.2 | 2 | -3
CC(=O)Nc1ccc(NCc2cccs2)cc1
 : -3 | 1 | -1 | -0.7 | -4.4 | 0.1 | -1.0 | 0 | -45
CC(C)(C)OC(=O)N(CCc1ccccc1)Cc1cccc(OCc2cccc(NC(=O)C3CCC3)c2)c1
 : 6 | 3 | 13 | . | -0.1 | -1.4 | -2.4 | -3 | -8
COc1ccc(CCNC(=O)CCN2C(=O)c3cccc4cccc(c34)C2=O)cc1OC
 : 5 | 1 | -6 | 0.6 | -0.3 | . | 0.0 | 1 | 5
Cc1cc(Cl)cc2sc(NC(=O)c3ccco3)nc12
 : 7 | . | . | -0.2 | -0.7 | -0.5 | -1.5 | 14 | 0
C=CC[C@@H](CC(=O)N(CCO)Cc1ccccc1)C(=O)N[C@@H](COC(=O)[C@@H](CC=C)CC(=O)OC(C)(C)C)Cc1c[nH]c2ccccc12
 : 14 | 5 | 40* | -0.6 | 0.1 | 12 | -2.6 | 4 | -4
CCc1nnc(NC(=O)c2sc3nc4c(cc3c2N)CCCCCC4)s1
 : 13 | 4 | -13 | 0.3 | 1.4 | . | 0.9 | 61* | -8

(continued)
Molecule,GDH-TPI inh,PrPC surface inh,CCHF vOTU inh,UGM FP inh,BoNT-A LC inh2,BioA inh,FadD28 binding,FBA Mtb inh,BoNT F protease
Cc1cccc2c1cnn2C(=O)CCC(=O)NC1CCCCC1,-7,-4,8,0.5,-0.1,-0.7,-1.4,2,-6
Cc1ccc(CCS(=O)(=O)c2ccc(C(C)(C)C)cc2)cn1,-4,6,-4,2.1,-0.6,0.6,-1.1,2,14
O=[N+]([O-])c1ccc(CN2CCN(c3nc4ccccc4s3)CC2)cc1,-1,-1,8,0.6,-1.2,-0.6,.,0,6
O=S(=O)(c1ccccc1)N1CCCCC1CCc1ccccc1 (configuration not stated),-3,2,4,.,-0.1,-0.8,-2.6,1,-6
N/C(=N\OC(=O)COc1ccc(Br)cc1)c1cccc([N+](=O)[O-])c1,10,-4,7,-0.9,-5.0,-1.5,-1.2,-2,?
CC(C)C(=O)NC(Nc1cccc([N+](=O)[O-])c1)C(Cl)(Cl)Cl (configuration not stated),14,-8,-3,-0.8,-0.4,.,-1.9,-2,-3
O=C1CS/C(=N/N=C2CCCC2)N1,1,2,-2,-0.8,-1.0,.,-0.2,0,-15
Cc1ccc(S(=O)(=O)NC(=NCc2ccccc2)c2ccc(F)cc2)cc1,4,7,-8,1.4,0.5,-3.0,0.3,5,-3
Cc1ccc(S(=O)(=O)NNC(=O)C2COc3ccccc3O2)cc1C (configuration not stated),14,1,8,-0.8,-1.0,.,-0.7,1,0
O=C(CN1C(=O)NC2(CCCC2)C1=O)Nc1nc(-c2ccccc2)cs1,5,-2,-1,2.2,.,-2.5,-0.9,4,.
CCOC(=O)C1=C(C(=O)OCC)N(CC)CCC1=O,10,-7,-4,.,-0.2,0.1,-0.9,2,2
Cc1ccc(N=C2NC(=O)C(CO)(CO)S2)cc1,-6,-5,-6,-0.7,-0.8,-2.0,-2.5,-7,?
O=C(Nc1ccc(C(=O)Oc2ccccc2)c(O)c1)c1ccco1,7,0,-8,3.0,-1.4,6.6,-12,-7,-15
COCCn1c(SCC(=O)N2CCCC2)nc2c([nH]c3ccccc32)c1=O,15,-1,16,-2.5,-2.6,-0.3,-1.7,5,-5
CCc1c(C)nc2cc(-c3ccc(OC)c(OC)c3)nn2c1N1CCCC1,13,2,15,-1.2,-1.0,.,-1.1,0,-11
CC(=O)N1c2ccccc2CCc2ccc([N+](=O)[O-])cc21,-2,-10,-13,1.8,0.0,0.9,-2.2,-6,21
COc1ccc(CCNC(=O)c2ccc(-c3cccc([N+](=O)[O-])c3)o2)cc1OC,-1,-4,-4,-1.4,-0.1,.,-0.2,1,-3
COc1ccc(C(NC(=O)C2CCN(CCCc3ccccc3)CC2)c2cccs2)cc1 (configuration not stated),4,-19,2,.,-0.5,-2.9,-0.8,3,-7
CNCCCNC(=O)c1ccc(/C=N/O)nc1,2,-4,-8,0.6,-1.4,.,0.2,-2,2
COc1ccc(/C(N)=N/OC(=O)c2cc(-c3ccccc3)nc3ccccc23)cc1,-6,-5,-5,2.8,2.3,-0.3,-2.1,-2,-1
CC(C)N=C1NN=C(c2ccc(Cl)c(Cl)c2)CS1,9,1,5,.,0.5,.,-2.7,4,-9
Cc1cccc(C(=O)N2CCC(=O)N([C@H](COCc3ccccc3)Cc3ccccc3)CC2)c1,.,-2,7,.,-0.8,.,.,.,-7
O=C(CSc1nc2[nH]ncc2c(=O)n1-c1ccccc1)c1ccc2c(c1)OCCO2,-4,1,1,-2.8,-8.5,-0.8,-2.0,1,-115
O=c1ccn2c(n1)SC(c1ccccc1)C2 (configuration not stated),7,6,-13,.,0.0,0.6,1.2,1,-2
O=C(COC(=O)c1cccc(N2C(=O)C3CC=CCC3C2=O)c1)c1ccccc1 (configuration not stated),3,-7,5,0.5,1.7,-1.1,-1.5,0,4
COc1ccc(/C=C/c2nnc(NC(=O)COc3ccc(C)cc3)s2)cc1,6,-5,-8,5.1,0.4,.,-1.0,10,-3
COc1ccc(N2CCN(C(=O)COC(=O)CNC(=O)c3ccccc3)CC2)cc1,-2,4,-6,0.3,-0.2,0.1,-1.7,-4,-8
CCOC(=O)N1CCN(C(=O)c2cccc(N3C(=O)NC4CC3(C)Oc3ccccc34)c2)CC1 (configuration not stated),7,1,12,3.3,-0.5,2.9,1.0,2,-1
CCOc1cc(C)c(C(C)C)cc1S(=O)(=O)N1CC(C)OC(C)C1 (configuration not stated),-4,4,12,3.1,0.2,0.8,-4.5,2,-1
CCC[C@@H](CN1CCC[C@H]1CN1C(N)=NC[C@H]1CC(C)C)N1C[C@@H]([C@H](C)CC)N(CCc2ccc(Cl)c(Cl)c2)C1=N,-4,-6,2,.,0.0,-0.8,-2.6,7,-28
CC(Nc1cc(N2CCN(S(=O)(=O)N(C)C)CC2)ccc1[N+](=O)[O-])c1ccccc1 (configuration not stated),-5,2,-5,-2.2,0.1,.,-3.1,-14,5
O=C(O)/C(=C\c1ccccc1Cl)c1ccc(S(=O)(=O)N2CCCCC2)s1,7,-1,16,0.2,1.4,1.0,-0.5,-2,-2
Cc1c(Cl)cccc1N1C(=O)NC(=O)/C(=C\c2cc(C)n(-c3cccc(C(=O)O)c3C)c2C)C1=O,23,-6,-8,-0.6,.,11,-1.4,0,.
Cc1ccccc1NC1=CC(=O)CC(C)(C)C1,-3,-3,-2,-0.7,0.9,-0.4,1.6,1,10

2 records drawn at random from the list so far:
Molecule,GDH-TPI inh,PrPC surface inh,CCHF vOTU inh,UGM FP inh,BoNT-A LC inh2,BioA inh,FadD28 binding,FBA Mtb inh,BoNT F protease
Cc1ccccc1NC1=CC(=O)CC(C)(C)C1,-3,-3,-2,-0.7,0.9,-0.4,1.6,1,10
Cc1c(Cl)cccc1N1C(=O)NC(=O)/C(=C\c2cc(C)n(-c3cccc(C(=O)O)c3C)c2C)C1=O,23,-6,-8,-0.6,.,11,-1.4,0,.

Whole records, quoted from the list.
Shown for `Cc1ccccc1NC1=CC(=O)CC(C)(C)C1` : GDH-TPI inh = -3; PrPC surface inh = -3; CCHF vOTU inh = -2; UGM FP inh = -0.7; BoNT-A LC inh2 = 0.9; BioA inh = -0.4; FadD28 binding = 1.6; FBA Mtb inh = 1; BoNT F protease = 10
Shown for `Cc1c(Cl)cccc1N1C(=O)NC(=O)/C(=C\c2cc(C)n(-c3cccc(C(=O)O)c3C)c2C)C1=O` : GDH-TPI inh = 23; PrPC surface inh = -6; CCHF vOTU inh = -8; UGM FP inh = -0.6; BoNT-A LC inh2 = .; BioA inh = 11; FadD28 binding = -1.4; FBA Mtb inh = 0; BoNT F protease = .
